# AI-2 QS modul – modulators of Vibrio harveyi AI-2 quorum sensing system | Vibrio harveyi JMH597 AI-2 luminescence/OD600 ratio, 9 h; active compounds read low; strain lacks LuxN and CqsS sensors; 0 = neutral-control median | activity change, % at 7.5 µM | actives 0.4% (n = 300,000); in the data active = activity change below about -75%, passing the limit was not always enough; inconclusive = no clear call, values can overlap the other calls;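 also: luminescence divided by OD600 gain over 9 h not by final OD600 alone; inactives centre near 13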
# GSK3B inh – inhibitors of human GSK3beta kinase. AID 2097. P49841. actives 0.038% (n = 300,000). GST-GSK3beta kinase, ADP-Glo luminescence, 60 min; active compounds read low. activity score (negative = inhibition), % at 10 µM;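 active = more than half of replicate wells score below -50%, meaning over 50% inhibition versus plate controls; inconclusive = some replicates but at most half score below -50%; inactive = no replicate scores below -50%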;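 also: 0% = median DMSO wells and -100% = median GW8510 positive control wells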
# Target sequence (P49841 whole entry, looked up): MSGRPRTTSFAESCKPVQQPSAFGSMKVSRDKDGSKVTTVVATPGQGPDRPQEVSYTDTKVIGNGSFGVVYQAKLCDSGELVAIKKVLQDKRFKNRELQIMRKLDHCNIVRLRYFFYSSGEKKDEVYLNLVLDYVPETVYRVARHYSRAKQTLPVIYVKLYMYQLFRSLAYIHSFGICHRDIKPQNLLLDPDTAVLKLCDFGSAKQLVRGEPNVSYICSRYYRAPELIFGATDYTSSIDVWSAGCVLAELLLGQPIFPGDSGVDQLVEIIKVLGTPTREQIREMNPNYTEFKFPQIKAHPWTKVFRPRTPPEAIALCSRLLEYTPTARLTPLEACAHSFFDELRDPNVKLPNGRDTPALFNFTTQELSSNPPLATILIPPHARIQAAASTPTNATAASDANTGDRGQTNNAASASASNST
#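 Test system: GST-fused GSK3beta enzyme, cell-free | Quantity: 1.6 ng GST-GSK3beta enzyme per well | Reagent: 25 µM ATP with peptide substrate | Schedule: 60 min enzyme reaction, room temperature | Signal: Luminescent ADP-Glo measurement of ADP formed | Read-out basis: Score relative to plate controls | Control set: DMSO and 20 µM GW8510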
# PolyA inhibitor – yeast polyadenylation inhibition; calls only at 12 µM; actives 0.02% (n = 300,000); S. cerevisiae SKY197-pL101 polyadenylation reporter, beta-gal luminescence; efflux-impaired pdr1/pdr3 knockout yeast; score 100 = 6 SD above DMSO;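 active = lowest replicate activity score at least 50, where 100 means six control SD above control mean; inconclusive = lowest score under 50 but half or more replicates reach 50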;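 also: yeast exposed to compound for 9 h at 30 °C; higher score means more reporter readthrough which indicates perturbed polyadenylation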
# HSP90 inh – HSP90 refolding inhibition in rabbit reticulocyte lysate; actives 0.91% (n = 290,000); luciferase refolding luminescence, 3 h; inhibition, % at 5.6 µM;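 active = inhibition above the screen-wide mean plus 3 SD, computed separately per campaign, cut at about 16% in these data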;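 also: 0% = DMSO wells and 100% = 60 µM geldanamycin wells; inhibitors lower the luminescence because luciferase stays unfolded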
# HSF-1 act – increases HSF-1 driven luciferase reporter signal; NIH3T3-HGL HSF-1 luciferase reporter, MG132, 8 h; 100% = twice DMSO control signal; activation, % at 9 µM; actives 1.7% (n = 300,000); AID 504408;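 active = mean replicate activation of at least 50% with a set share of replicates each reaching 50%; inconclusive = only one of those two conditions met; inactive = mean below 50% and too few replicates reaching it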;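 also: 0% = median of the neutral control wells and 100% = twice that signal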
# Dyrk1A ADPGlo – Dyrk1A (rat) kinase inhibition; AID 504441; ADP-Glo luminescence, NFATc1 peptide; inhibition, % at 12.5 µM; actives 0.43% (n = 310,000); in the data active = inhibition above about 50%;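 also: plate controls were vehicle with enzyme for no effect and no enzyme for full effect; many of its hits are not listed in these tables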
# HDAC3 inhib – blocks human histone deacetylase 3; inhibition, % at 8.3 µM; actives 0.15% (n = 320,000); AID 2718; O15379; recombinant HDAC3, fluorogenic peptide/trypsin coupled, fluorescence; in the data active = inhibition above about 26%, passing the limit was not always enough; inconclusive = no clear call, values can overlap the other calls
# Target sequence (O15379 whole entry, looked up): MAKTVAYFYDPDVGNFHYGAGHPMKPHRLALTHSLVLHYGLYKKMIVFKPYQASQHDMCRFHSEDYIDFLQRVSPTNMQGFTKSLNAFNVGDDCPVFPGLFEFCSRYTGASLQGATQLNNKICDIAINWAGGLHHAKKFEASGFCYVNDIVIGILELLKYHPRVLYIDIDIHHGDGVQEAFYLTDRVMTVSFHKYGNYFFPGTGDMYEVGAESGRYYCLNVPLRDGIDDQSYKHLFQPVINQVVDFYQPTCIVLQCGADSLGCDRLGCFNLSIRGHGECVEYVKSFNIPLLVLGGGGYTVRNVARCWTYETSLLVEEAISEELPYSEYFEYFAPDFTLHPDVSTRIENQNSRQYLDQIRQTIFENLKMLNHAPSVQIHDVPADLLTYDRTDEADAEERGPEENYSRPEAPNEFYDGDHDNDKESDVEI
# HSF1 inhib – HSF1 inhibition; NIH3T3-HGL HSE-luciferase, MG132-induced, luminescence 8 h; active compounds read low; activity change, negative = inhibition, % at 7.5 µM (by protocol); actives 0.77% (n = 300,000);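 active = more than half of replicate wells show activity change below -50%, luminescence cut by over half; inconclusive = some wells, but at most half, below -50%; inactive = no replicate well below -50%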;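 also: luciferase reports HSF-1 transcriptional activity via heat shock element; 0% = median of DMSO wells and -100% = zero luminescence signal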
# GSK3 alpha inh – blocks human GSK-3 alpha kinase; P49840; ADP-Glo luminescence, 60 min; inhibition, % at 10 µM; actives 0.1% (n = 320,000);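 in the data active = inhibition above about 50%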;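 also: GST-tagged GSK-3 alpha with peptide substrate and 25 µM ATP; 0% = DMSO neutral wells and 100% = GW8510 positive control wells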
# Platelet DG rel – platelet dense granule release activity; inhibition, %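 (compounds screened at 7.5 µM in platelet-rich plasma)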; human platelet-rich plasma, SFLLRN dense granule ATP release, luminescence; actives 0.22% (n = 300,000);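 active = mean replicate score, as percent of positive control, at or above 50; inconclusive = mean below 50 but at least one replicate at or above 50; inactive = mean and every replicate below 50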
# An asterisk follows results filed as active; i = inactive; ? = inconclusive; . = not tested or not shown. Only part of the results is shown. The share of hits here may be higher or lower than overall.
SMILES,AI-2 QS modul,GSK3B inh,PolyA inhibitor,HSP90 inh,HSF-1 act,Dyrk1A ADPGlo,HDAC3 inhib,HSF1 inhib,GSK3 alpha inh,Platelet DG rel
CC(=O)c1c(C)nc(C)nc1NC(=O)C(C)C,6.0,-0.4,i,3.6,-2.5,3.8,8.0,-8.0,-1.0,-4.1
Cc1c(-c2ccco2)[n+](=O)c2c(n1[O-])CCC2,24.1,-0.1,i,-0.7,-4.9,4.7,?,-1.7,-2.9,.
Cc1cc(NC(=O)CSc2nnc(-c3ccc(Br)o3)n2Cc2ccccc2)no1,11.5,4.7,i,-1.3,0.2,-2.8,5.2,-3.6,-1.4,-35.2
O=C(CCCNC(=O)c1ccc(Cl)cc1)NCc1ccc(F)cc1,4.7,1.1,i,3.7,15.4,-6.0,4.3,0.1,-1.5,-0.7
OCCC1CN(Cc2ccon2)CCN1Cc1ccc(F)c(F)c1 (stereo not drawn),22.2,-1.6,i,-1.1,8.7,5.2,-9.9,0.3,3.2,-1.6
O=C(CSc1nnc(NC(=O)c2ccco2)s1)NC1CCCCC1,-1.3,1.6,i,-2.0,1.3,-2.5,-2.0,-4.7,-0.9,9.0
COc1ccc(C(=O)Nc2cc(C)nc3ccccc23)cc1OC,9.2,2.7,i,-4.9,-3.6,1.8,-0.7,1.0,-0.3,-3.5
CS(=O)(=NS(=O)(=O)c1ccc(Cl)cc1)c1ccccc1 (stereo not drawn),16.2,-2.5,i,-0.3,11.9,-1.0,-1.2,-8.0,-1.3,0.8
Cc1cccc(N(CC(=O)NC2CCCC2)C(=O)c2c(C)noc2C)c1,1.1,-1.9,i,3.6,-10.8,0.5,2.3,-0.9,-2.6,4.8
COC(=O)c1ccccc1SC1CC(=O)N(c2ccccc2)C1=O (stereo not drawn),10.2,4.9,i,-0.9,-10.2,-2.9,-2.1,0.4,0.1,7.4
CCC(Sc1nc2ccccc2c(=O)n1CC1CCCO1)C(=O)NCc1cccnc1 (stereo not drawn),19.8,1.3,i,3.0,-4.8,-2.3,-0.8,0.2,-2.3,0.1
O=C(Nc1ccc(Br)cc1)c1cccc(N2C(=O)C3C4C=CC(C4)C3C2=O)c1 (stereo not drawn),7.5,0.1,i,-3.5,17.4,-3.4,-1.2,8.1,-0.7,-2.7
Cc1cccc(NC(=O)CSCC(=O)NCc2cccc(C(F)(F)F)c2)c1,7.0,4.3,i,1.1,5.1,-2.0,1.1,1.4,-2.8,14.3
Cc1nc2c3ccccc3nc(NNC(=O)CCC(=O)N3CCC(C)CC3)n2n1,3.2,1.8,i,1.1,16.9,-2.5,1.2,-1.8,-0.7,-1.2
CCOC(=O)C1(CCOC)CCN(CC(C)Cc2ccc3c(c2)OCO3)CC1 (stereo not drawn),14.2,0.5,i,2.1,-5.4,-1.8,-0.6,-1.5,0.2,7.5
COc1ccc(CN2C(=O)c3ccccc3C2=O)cc1C(=O)OCC(=O)NC1CCCCC1,11.2,0.4,i,-5.1,3.9,-2.2,-3.3,2.6,-3.0,1.1
COc1ccc(NC(=O)Cn2nc(C(=O)O)c3ccccc3c2=O)cc1Cl,22.3,0.9,i,-3.5,1.2,0.3,-3.2,-3.2,-1.4,4.4
O=C(NCC1CCCO1)c1ccccc1-c1nc(-c2ccccc2F)no1 (stereo not drawn),16.0,2.0,i,-0.3,-15.4,-2.3,3.6,-2.8,-4.2,-1.8
COc1ccc(O)c(C=Nc2cc(NC(C)=O)c(Cl)cc2Cl)c1,29.4,1.2,i,2.3,2.8,-5.9,2.6,2.6,0.4,-6.5
O=c1cc(Nc2ccc3c(c2)OCCO3)[nH]c(=O)n1Cc1ccc(F)cc1,0.0,-1.0,i,3.0,-11.1,2.1,5.1,-15.1,5.3,-3.1
CCOc1cccc2c1OC1(CCCCC1)N1N=C(c3cccnc3)CC21 (stereo not drawn),18.6,-2.3,i,-0.1,-35.0,-6.6,0.4,-18.7,1.4,5.1
Cc1ccc(C(=O)Nc2ccc3nccnc3c2)cc1,0.8,-4.8,i,26.4*,9.3,2.4,-6.0,-6.9,-3.7,9.2
COc1ccc(N2C(=O)C3[C@@H](C2=O)C2(Cl)C(Cl)=C(Cl)C3(Cl)C2(OC)OC)cc1 (stereo partly drawn),26.7,-3.0,i,-0.7,2.3,-0.6,4.0,-1.6,-1.0,7.1
Cc1nonc1NC(=O)CSc1nc2ccc(Cl)cc2[nH]1,8.9,0.3,i,-5.3,2.5,10.8,1.1,0.1,2.3,0.1
CSc1ncc(CN2CCN(CC=C(C)C)C(CCO)C2)cn1 (stereo not drawn),19.9,-1.7,i,-0.2,-4.1,-2.7,-4.8,-4.3,-1.3,-5.3

# An excerpt from above, limited to HSF1 inhib.
mol	HSF1 inhib
COc1ccc(N2C(=O)C3[C@@H](C2=O)C2(Cl)C(Cl)=C(Cl)C3(Cl)C2(OC)OC)cc1 (stereo partly drawn)	-1.6
CS(=O)(=NS(=O)(=O)c1ccc(Cl)cc1)c1ccccc1 (stereo not drawn)	-8.0

# Continued:
SMILES,AI-2 QS modul,GSK3B inh,PolyA inhibitor,HSP90 inh,HSF-1 act,Dyrk1A ADPGlo,HDAC3 inhib,HSF1 inhib,GSK3 alpha inh,Platelet DG rel
CCCCCC(=O)Nc1ccc(N2CCN(C(=O)CCC)CC2)cc1,28.2,-4.0,i,-3.2,-3.9,-2.0,-6.2,-8.2,-0.7,0.2
Cc1nc(C(N)=O)c(N)n1CCc1ccccc1,5.5,-1.1,i,-4.7,-15.3,-0.8,-1.9,-1.3,-3.7,2.7
COc1nc(-c2ccccc2)ncc1S(=O)(=O)c1ccccc1,47.2,-0.1,i,-0.2,-5.8,6.9,-1.2,-5.8,0.5,-1.4
COc1cccc(NC(=O)COC(=O)COc2ccccc2[N+](=O)[O-])c1,25.8,1.4,i,1.9,-1.8,1.8,4.9,-0.1,0.0,1.5
COc1ccc(-c2csc(NC(=O)CSc3nc4ccccc4c(=O)[nH]3)n2)cc1,13.0,-4.7,i,-0.1,29.3,22.6,-8.5,6.2,0.3,18.3
CC(C)OC(=O)NCCOC(=O)Nc1ccc(Cl)cc1,1.0,-3.9,i,-3.4,9.2,-2.2,3.1,6.2,-0.4,2.8
CCOc1ccc(/C=N/NC(=O)c2[nH]c3ccc(C)cc3c2C)cc1,9.7,2.3,i,1.4,-6.3,-2.8,9.9,-10.5,-1.1,-1.1
Cn1c(-c2ccc3ccccc3n2)nc2cnccc21,13.7,0.6,i,-2.0,28.3,-6.3,0.4,23.5,0.2,-6.7
CC1(C)NC(=O)N(CC(O)COc2ccccc2[N+](=O)[O-])C1=O (stereo not drawn),6.0,-1.1,i,-3.3,-0.7,-3.2,-2.8,-1.3,-0.4,-1.1
COCc1cc(C)nc2sc(C(=O)Nc3ccccc3C)c(N)c12,2.6,1.9,i,3.2,8.2,-5.2,0.2,-4.7,-1.6,8.2
CN(C(=O)COC(=O)c1ccccc1OCc1ccc(Cl)cc1)c1c(N)n(Cc2ccccc2)c(=O)[nH]c1=O,2.2,2.2,i,.,0.1,1.5,-0.5,-5.4,-2.6,9.4
CC(C)c1ccc(C(=O)NN2CCOCC2)cc1,26.1,0.5,i,-5.1,-0.5,-4.1,-0.6,2.3,0.7,3.2
O=C(c1ccco1)N1CCCC(c2nc3c(nnn3Cc3cccc(Cl)c3)c(=O)[nH]2)C1 (stereo not drawn),33.3,3.0,i,5.4,9.0,-5.7,-1.4,14.5,0.8,-1.3
CCOC(=O)N/N=C/c1c(C)c(C(=O)c2ccc(F)cc2)n2ccccc12,17.4,1.3,i,-0.7,-2.6,.,-3.4,-1.6,-1.3,-7.8
CCN(c1ccc2c(c1)OCO2)S(=O)(=O)c1cc(Br)cc2c1N(C(=O)C1CC1)CC2,34.3,-2.9,i,-2.4,31.4,16.0,0.7,2.5,1.3,-4.6
COc1ccc(C(=O)Nc2sc3c(c2C(=O)O)CC(C)(C)OC3)cc1,25.9,-2.0,i,-3.9,8.6,-4.7,-4.1,-3.0,-2.2,2.2
Cn1ccc(=Nc2ccc(NC(=O)c3ccc(N=c4ccn(C)c5ccc([N+](=O)[O-])cc45)cc3)cc2)cc1,26.1,-7.8,i,2.1,15.9,-3.3,.,-0.4,1.4,7.8
CCC(C)NC(=O)c1cnn2c1NC(c1cccs1)CC2C(F)(F)F (stereo not drawn),8.4,0.5,i,-1.5,0.2,7.3,1.6,-2.7,4.2,-0.4
Cc1cc2occ(CC(=O)N(C)CC(=O)Nc3ccc(F)cc3)c2cc1C,28.9,-0.7,i,.,-3.6,-0.1,6.0,-0.9,-2.0,3.2
CCOC(=O)c1c(NC(=S)NC(=O)c2ccc(Cn3cc(Cl)cn3)o2)sc2c1CCC(C)C2 (stereo not drawn),1.5,-1.1,i,0.0,-3.1,-4.4,-0.6,-8.8,0.9,5.1
Cc1nc(N2CCN(S(=O)(=O)c3ccc(F)cc3)CC2)c2c(C)c(C)sc2n1,22.7,-0.7,i,.,17.6,-3.3,-4.4,7.0,-3.8,9.6
CCN(CCn1cccn1)C(=O)c1cc(COc2cc(C)ccc2C)on1,58.8,1.8,i,-2.0,59.4*,10.4,2.6,20.5,-2.1,-0.8
Cc1ccnc(N(C(=O)Nc2ccccc2)C2=NCC(C)(C)S2)c1,0.3,-1.0,i,3.9,23.7,.,-6.2,10.9,-0.2,6.5
O=C(NCC1CCCO1)c1ccc(Cl)c(S(=O)(=O)Nc2ccccc2)c1 (stereo not drawn),20.2,-0.2,i,-3.0,2.7,-2.0,-0.4,-0.5,-2.2,1.1
CCOc1ccc2ccccc2c1/C=N/NC(=O)c1cc(C)[nH]n1,7.0,0.8,i,2.3,-3.1,13.4,2.4,0.4,-1.6,-2.9
SMILES,AI-2 QS modul,GSK3B inh,PolyA inhibitor,HSP90 inh,HSF-1 act,Dyrk1A ADPGlo,HDAC3 inhib,HSF1 inhib,GSK3 alpha inh,Platelet DG rel
O=C(N/N=C/c1ccc(Cl)cc1)c1n[nH]c2c1CCCC2,.,3.9,i,2.3,-6.2,0.4,0.5,-0.2,0.6,-0.7
CC(C)CNC(=O)C(=O)NCCCN1CCOCC1,16.6,-0.4,i,0.6,-5.2,-10.5,-0.7,2.0,-1.4,-7.0
Cc1cccc(NC(=O)CCN2CCN(C/C=C/c3ccccc3)CC2)c1,15.4,-1.0,i,3.8,-5.3,-3.3,6.7,-1.1,-2.2,-1.3
CN(C(=S)Nc1cccnc1)c1ccc(O)cc1,14.6,-0.2,i,4.7,1.1,-5.1,2.9,-3.4,0.9,-6.0
O=C(OCc1cc2ccccc2[nH]c1=O)c1ccco1,19.6,0.6,i,-1.6,-8.4,-1.0,1.6,6.0,-1.5,-9.8
CCCCOc1ncnc2c1[nH]c1ccc(OCC)cc12,12.7,4.4,i,0.2,1.4,-0.2,4.8,-7.0,-1.7,3.0
Cn1c(NCc2ccco2)nc2c1c(=O)n(Cc1ccc(Cl)cc1Cl)c(=O)n2C,6.0,0.4,i,-1.4,12.2,-7.1,-6.5,0.3,1.0,-0.3

# Source: PubChem (several laboratories)
